Screens deposited in PubChem BioAssay by National Center for Advancing Translational Sciences (NCATS).
Tb PFK block – T. brucei PFK enzyme inhibition. O15648. T. brucei PFK, ADP-Glo luminescence. Potency, µM (top dose mostly 57.5 µM), without a hit: top-dose activity, negative = inhibition, hits mostly inhibitors. 330,000 tested, 0.17% active;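 further: potency means the concentration at half of the fitted maximal effect; 0% = uninhibited 1x PFK enzyme wells and -100% = no-enzyme wells; nearly all actives have a fitted effect of over 60% in size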
Target sequence (O15648 whole entry, looked up): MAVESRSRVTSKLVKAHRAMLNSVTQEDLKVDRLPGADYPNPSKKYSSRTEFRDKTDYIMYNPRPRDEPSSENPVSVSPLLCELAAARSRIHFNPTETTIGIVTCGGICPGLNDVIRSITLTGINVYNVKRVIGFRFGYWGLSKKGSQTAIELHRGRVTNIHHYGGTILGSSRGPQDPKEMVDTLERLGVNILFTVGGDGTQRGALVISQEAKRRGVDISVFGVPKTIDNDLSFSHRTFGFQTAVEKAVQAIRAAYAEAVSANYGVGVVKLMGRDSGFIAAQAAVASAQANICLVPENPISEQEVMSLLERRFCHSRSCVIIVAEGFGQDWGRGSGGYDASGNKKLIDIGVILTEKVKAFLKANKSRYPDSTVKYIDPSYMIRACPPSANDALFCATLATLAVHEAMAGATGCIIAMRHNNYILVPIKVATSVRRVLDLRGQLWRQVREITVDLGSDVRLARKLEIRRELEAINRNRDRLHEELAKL
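Activity is normalized to no-enzyme wells (full inhibition) and 1.25 nM enzyme wells (no inhibition). Reaction: 0.5 mM F6P, 0.1 mM ATP, 45 min RT, ADP-Glo luminescence; concentration-response curves fitted and classed by quality.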
FLuc modulator – firefly luciferase modulation, counter-screen for miR-21 project | Potency, µM (doses to about 57.5 µM), for inactives: at the top dose activity change, negative = inhibition, hits mostly inhibitors | 360,000 tested, 6.9% active | purified FLuc, Km substrates, luminescence inhibition | P08659;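 further: potency means the concentration at half of the fitted maximal effect; plate controls were vehicle for no effect and reference inhibitor for full effect; nearly all actives have a fitted effect of over 55% in size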
Target sequence (P08659 whole entry, looked up): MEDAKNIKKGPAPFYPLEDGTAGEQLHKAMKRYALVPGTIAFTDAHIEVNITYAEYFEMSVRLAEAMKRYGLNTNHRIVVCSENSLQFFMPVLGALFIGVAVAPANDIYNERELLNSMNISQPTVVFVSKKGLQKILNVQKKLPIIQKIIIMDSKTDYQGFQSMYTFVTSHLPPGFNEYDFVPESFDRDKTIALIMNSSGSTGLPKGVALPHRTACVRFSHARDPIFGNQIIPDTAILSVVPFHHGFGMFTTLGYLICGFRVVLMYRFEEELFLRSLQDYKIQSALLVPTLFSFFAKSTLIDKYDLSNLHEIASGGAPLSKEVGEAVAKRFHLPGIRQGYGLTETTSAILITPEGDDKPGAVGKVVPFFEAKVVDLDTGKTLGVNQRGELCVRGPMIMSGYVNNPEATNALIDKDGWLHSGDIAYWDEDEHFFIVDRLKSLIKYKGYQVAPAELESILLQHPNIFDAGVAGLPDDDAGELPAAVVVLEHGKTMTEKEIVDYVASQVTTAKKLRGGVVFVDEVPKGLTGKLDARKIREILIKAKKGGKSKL
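Biochemical qHTS of compounds, final roughly 60 µM downward over six points, against 10 nM purified firefly luciferase using Km concentrations of substrates (10 uM D-luciferin, 10 uM ATP) in Tris acetate pH 7.5 buffer; luminescence output.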
Gal4-VP16 FLuc – Gal4-VP16 reporter inhibition counter-screen. AID 2546. 310,000 tested, 3.5% active. Potency, µM (top dose mostly 53.6 µM), for inactives: top-dose activity, negative = inhibition, hits mostly inhibitors. Drosophila S2 Gal4-VP16 UAS-luciferase, luminescence, 20 h;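 further: Gal4-VP16 expression switched on by copper sulfate through the metallothionein promoter; potency means the concentration at half of the fitted maximal effect; on the % scale 0 is the no-effect control and ±100 the full control effect; nearly all actives have a fitted effect of over 50% in size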
NPC1 prom act – activates the NPC1 promoter. Huh7 NPC1 promoter luciferase reporter, 24 h. Potency, µM (titrated, usually from 9.22 µM), without a hit: top-dose activation, hits mostly activators. 320,000 tested, 2.4% active;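 further: potency means the concentration at half of the fitted maximal effect; % of control where 0% means no effect; nearly all actives have a fitted effect of over 60% in size; reporter is driven by a mutant NPC1 promoter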
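Huh7 cells stably carrying NPC1 promoter–luciferase, plated in Opti-MEM with 10% FBS for 2 h, were exposed to compound in DMSO for 24 h at 37 °C; luciferase reagent was added for 10 min and luminescence read.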
RORgamma inh – blocks mouse ROR gamma transcriptional activity. P51450. Drosophila S2 Gal4-RORgamma UAS-luciferase reporter, 20 h. Potency, µM (highest dose often 53.6 µM), inactives show at the top dose activity change, negative = inhibition, most hits filed as inhibitors. 310,000 tested, 5.4% active; further: potency means the concentration at half of the fitted maximal effect; on the % scale 0 is the no-effect control and ±100 the full control effect; nearly all actives have a fitted effect of over 60% in size
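Read-out: Photinus luciferase luminescence; inhibitors lower reporter signal. Insect Schneider cells with Gal4-ROR gamma fusion under metallothionein promoter, UAS reporter; 700 uM final copper sulfate induction, 20 hr, ambient temperature.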
Coupling enz – coupling enzyme interference in Giardia aldolase counter-screen | 290,000 tested, 0.67% active | activity change, negative = inhibition, % at 58.2 µM, hits read low | coupling enzyme system counterscreen, AmpLite Red fluorescence; in the data active means activity change below about -30%; further: on the % scale 0 is the no-effect control and ±100 the full control effect
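Activity here indicates interference with the coupling reaction, not aldolase inhibition. Compounds at 57.5 uM final met coupling enzymes for 10 min at RT; substrate and AmpLite Red detection followed, with a 525/598 nm fluorescence read after 20 min.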
ELG1 genotox – induces genotoxicity in HEK293T cells with luciferase-tagged ELG1; HEK293T ELG1-luciferase reporter, luminescence, 16 h; Potency, µM (highest dose often 46 µM), inactives show top-dose activity change, positive = activation, hits mostly activators; 330,000 tested, 1.3% active; further: potency means the concentration at half of the fitted maximal effect; % of control where 0% means no effect; nearly all actives have a fitted effect of over 60% in size
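HEK293T cells expressing luciferase-tagged ELG1 were treated with compound or DMSO for 16 hr at 37°C. Luciferase activity was then read after 30 min with ONE-Glo at room temperature; rising signal flags genetic stress.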
Giardia kill – kills Giardia lamblia; Giardia lamblia trophozoite viability; activity change, % at 7.66 µM, hits read low; 340,000 tested, 0.15% active; in the data active means activity change below about -80%; inconclusive means between about -30% and that limit;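 further: parasites exposed to compound for two days anaerobically before the ATP read; on the % scale 0 is the no-effect control and ±100 the full control effect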
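ATP-content bioluminescence gauges trophozoite survival. Cells (100/well) receive compound and incubate anaerobically for 48 hrs at 37 deg C; detection reagent follows for 15-30 min at room temperature.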
uPA surface inh – blocks generation of uPA at the cell surface; cell surface uPA generation assay, qHTS; Potency, µM (top dose mostly 38.3 µM), inactives show at the highest dose activity change, negative = inhibition, actives largely listed as inhibitors; 330,000 tested, 0.31% active; AID 540303; active means well fitted inhibition curve with a large enough effect; inconclusive means small, poorly fitted or top-dose-only effect; inactive means no such curve, though single readings can be large or run the other way; tested in mouse RAW 264.7 cells; further: potency means the concentration at half of the fitted maximal effect; on the % scale 0 is the no-effect control and ±100 the full control effect; nearly all actives have a fitted effect of over 55% in size
KCNH2 3.1 block – KCNH2 3.1 (human) potassium channel inhibition | U2OS KCNH2 3.1, thallium flux FluxOr; hits give low values | activity change, % (tested at about 1.8 µM) | 340,000 tested, 0.95% active | AID 720553;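 active means maximum activity change below -70%; inconclusive means maximum activity change from -70% to -50%; inactive means maximum activity change above -50%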;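 further: thallium influx rate constant from kinetic fluorescence after stimulation buffer; on the % scale 0 is the no-effect control and ±100 the full control effect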
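Thallium flux read-out: FluxOr dye with Red40 quencher in HBSS/HEPES, 45 min at RT. Rate constants from kinetic reads were normalized to positive and negative DMSO controls. Cells: U2OS virally expressing the 3.1 isoform.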
Rab9 promoter act – activates the Rab9 promoter; Huh7 Rab9 promoter-luciferase reporter, luminescence, 24 h; AID 485297; Potency, µM (top dose mostly 9.22 µM), without a hit: top-dose activation, negative = inhibition, usual class: activators; 320,000 tested, 2.8% active; further: potency means the concentration at half of the fitted maximal effect; % of control where 0% means no effect; nearly all actives have a fitted effect of over 60% in size
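Huh7 cells stably carrying a Rab9 promoter-luciferase reporter, 1500 cells per well in OP-MEM I with 10% FBS, treated with compound 24 hours at 37C. Luciferase activity read by luminescence after 10 minutes with Amplite reagent.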
The depositor's hits bear a star; ? = inconclusive; · = not tested or not shown; [ ] = dose if it differs, or a comment. Unless noted, the call rests on the fitted dose curve; in most records, active means well fitted curve in the direction sought with a large enough effect; inconclusive means small, poorly fitted or top-dose-only effect, or another doubt; inactive means no such curve, though single readings can be large; an effect the other way counts as inactive or inconclusive. Compounds as they come; any-hit rate near 14%.

SMILES | Tb PFK block | FLuc modulator | Gal4-VP16 FLuc | NPC1 prom act | RORgamma inh | Coupling enz | ELG1 genotox | Giardia kill | uPA surface inh | KCNH2 3.1 block | Rab9 promoter act
Cc1ccsc1C(=O)C1CCCN(Cc2cc(F)ccc2-n2cccn2)C1 (stereo unspecified) | -1% | 1% | 1% | -10% | -17% | 1 | -13% | 20 | -3% | -81* | -3%
Fc1cccc(F)c1-n1c(CN2CCCCC2)csc1=S | -1% | -3% | ? | -8% | -25% | 2 | -4% | 4 | -11% | · | -6%
COc1cc2c(cc1OC)C(C(=O)NC(C)c1ccccc1)CC(=O)N2 (stereo unspecified) | -3% | 1% | -1% | -5% | -1% | 1 | 1% | 0 | 2% | -8 | -4%
CCc1cc2c(NC(Cc3c[nH]c4ccccc34)C(=O)O)nc(C)nc2s1 (stereo unspecified) | -2% | -5% | -6% | 5% | 34% | 8 | -3% | 15 | 5% | 8 | 1%
CC1(C)CC(=O)C(CC(=O)N2CCC(Cc3ccccc3)CC2)C(=O)C1 | -6% | 3% | -3% | 0% | 0% | 1 | 4% | 18 | 2% | -2 | -4%
CCOC(=O)c1ccc(NS(=O)(=O)c2cnc[nH]2)cc1 | -5% | 0% | -2% | 0% | -5% | 1 | -5% | -18 | 2% | -9 | 2%
COc1cc(OC)c(C2C(C(=O)Nc3ccc(C)cc3C)=C(C)Nc3ncnn32)cc1OC (stereo unspecified) | -4% | -2% | 1% | -6% | 4% | 1 | -2% | -16 | -4% | 5 | 0%
COc1cccc(NC(=O)CN(C)C(=O)c2cccc(S(=O)(=O)Nc3ccc(C)cc3)c2)c1 | -11% | -3% | · | -7% | · | · | -3% | 41[activator] | -13% | -10 | -10%
Cc1ccc(C(=O)NCCc2nnc3ccc(NCCCN4CCOCC4)nn23)cc1 | 4% | -1% | 8% | 0% | ? | 1 | 3% | -9 | 0% | -5 | -2%
O=C(NC1CC1)c1ccc(-c2ccccc2)cc1 | -1% | 17µM* | -11% | ? | 32% | 0 | ? | 5 | -6% | 10 | ?
Cc1ccccc1NC(=O)CSc1nc2ccccc2o1 | 3% | 3% | 3% | ? | ? | 1 | 4.1µM* | -6 | · | -6 | ?
O=C(CN1C(=O)S/C(=C\c2ccc(O)cc2)C1=O)c1ccccc1 | -2% | ? | -26% | -3% | 43% | 4 | 5% | -25 | -12% | -15 | 19%
O=C(O)CC1(CC(=O)Nc2ccccc2C(=O)c2ccccc2)CCCC1 | 1% | -17% | -4% | 0% | 30% | -1 | 0% | -15 | 3% | -1 | -1%
c1ccc(CCNc2ncnc3ccccc23)cc1 | -3% | 12µM* | 0.56µM* | -19% | 1.1µM* | 1 | 2% | -16 | ? | 25 | -23%
O=C(CNC(=O)c1ccc(Br)cc1)NCCc1nc2ccccc2[nH]1 | 1% | 4% | 2% | 0% | -16% | 0 | 0% | 8 | · | 9 | 2%
N#C/C(=C\c1ccc(-c2ccccc2Cl)o1)C(=O)Nc1nc2ccccc2s1 | 0% | ? | 23% | 8% | 17% | -1 | 5% | 5 | 2% | 0 | 0%
COC(=O)c1ccccc1NS(=O)(=O)c1ccc(Cl)nc1 | 8% | -1% | -9% | 0% | -69% | -6 | 2% | 13 | -1% | -15 | -6%
O=C(COC(=O)Cc1ccccc1F)NCCNC(=O)COC(=O)Cc1ccccc1F | -2% | -7% | · | -4% | · | · | 0% | 3 | 11% | 0 | -1%
Cc1ccc(Sc2nc3ccc(C)cn3c(=O)c2/C=N/O)cc1 | 1% | 1% | -4% | 5% | -42% | -1 | 9% | -13 | 4% | 7 | -3%
CC(=O)OCCSc1c(-c2ccccc2)c2cc(Cl)ccc2[nH]c1=O | -5% | 0% | ? | -4% | -27% | -7 | 2% | ? | -1% | -17 | -3%
CCOc1ccc(CCNc2nc3c(c(=O)n(C)c(=O)n3C)n2CC)cc1OCC | 9% | 0% | 10% | -11% | -19% | 0 | -15% | -7 | · | -8 | -29%
CCN(C(=O)c1cc(S(=O)(=O)N2CCCC2)ccc1C)C1CCS(=O)(=O)C1 (stereo unspecified) | 3% | 0% | · | -2% | · | · | 1% | -1 | 7% | -4 | -2%
O=C(Nc1ccc(F)cc1)c1ccc2c(=O)n3c(nc2c1)CCCCC3 | 0% | 13µM* | ? | 3.2µM* | 33% | -1 | ? | 9 | -15% | 2 | 4.5µM*
Cc1ccc(NC(=S)N(C)C)cc1C | -6% | 1% | ? | 2% | ? | 0 | 0% | 3 | 4% | -4 | -1%
O=C1CC(C(=O)N2CCN(c3ccccc3O)CC2)CN1Cc1ccccc1 (stereo unspecified) | 0% | 4% | · | -3% | · | · | -1% | 4 | 1% | 4 | 2%

Among those listed so far, these contain four or more nitrogen atoms:
SMILES | Tb PFK block | FLuc modulator | Gal4-VP16 FLuc | NPC1 prom act | RORgamma inh | Coupling enz | ELG1 genotox | Giardia kill | uPA surface inh | KCNH2 3.1 block | Rab9 promoter act
CCc1cc2c(NC(Cc3c[nH]c4ccccc34)C(=O)O)nc(C)nc2s1 (stereo unspecified) | -2% | -5% | -6% | 5% | 34% | 8 | -3% | 15 | 5% | 8 | 1%
COc1cc(OC)c(C2C(C(=O)Nc3ccc(C)cc3C)=C(C)Nc3ncnn32)cc1OC (stereo unspecified) | -4% | -2% | 1% | -6% | 4% | 1 | -2% | -16 | -4% | 5 | 0%
Cc1ccc(C(=O)NCCc2nnc3ccc(NCCCN4CCOCC4)nn23)cc1 | 4% | -1% | 8% | 0% | ? | 1 | 3% | -9 | 0% | -5 | -2%
O=C(CNC(=O)c1ccc(Br)cc1)NCCc1nc2ccccc2[nH]1 | 1% | 4% | 2% | 0% | -16% | 0 | 0% | 8 | · | 9 | 2%
CCOc1ccc(CCNc2nc3c(c(=O)n(C)c(=O)n3C)n2CC)cc1OCC | 9% | 0% | 10% | -11% | -19% | 0 | -15% | -7 | · | -8 | -29%

(further entries)
SMILES | Tb PFK block | FLuc modulator | Gal4-VP16 FLuc | NPC1 prom act | RORgamma inh | Coupling enz | ELG1 genotox | Giardia kill | uPA surface inh | KCNH2 3.1 block | Rab9 promoter act
COc1ccc(Nc2nc(N)c(C(=O)c3ccc(OC)cc3)s2)cc1 | 2% | ? | -1% | -33%[inhibitor] | 26% | 0 | -2% | 18 | -14% | -6 | -10%
CC(CC(=O)Nc1cccnc1)c1ccccc1 (stereo unspecified) | -4% | 2% | -3% | 0% | 30% | 3 | 1% | -20 | -2% | 7 | 0%
Cc1cccc(NC(=O)COC(=O)c2ccc(C)c(S(=O)(=O)N3CCCCC3)c2)c1 | 0% | 3% | · | 1% | · | · | 0% | 6 | 4% | -21 | 0%
CCCCN(C)C(=O)c1cc2c(s1)-c1ccccc1S(=O)(=O)C2 | -4% | ? | 22% | 14% | 49% | 4 | -1% | -27 | -12% | -9 | 1%
COc1cccc(C(C(=O)NCC2CCCO2)N(C(=O)Cn2nnc3ccccc32)c2ccc(NC(C)=O)cc2)c1 (stereo unspecified) | -1% | 1% | -9% | 0% | 11% | 1 | -6% | 8 | -1% | 6 | 3%
COc1cc(NC(=O)CSCC(=O)Nc2cccc(C(F)(F)F)c2)c(Cl)cc1Cl | 11% | 5% | ? | -5% | ? | -4 | 0% | -8 | -10% | 3 | -4%
COc1cc2c(cc1OC)CN(C(=O)c1cccc(S(=O)(=O)N(C)C)c1)CC2 | 1% | 6% | -6% | -3% | -2% | 1 | 8% | 1 | 6% | -4 | -7%
COCCN1CC(C(=O)NCCc2nc(C)c(C)s2)CCC1=O (stereo unspecified) | 18% | -1% | 8% | -3% | -10% | · | 1% | 4 | 1% | -2 | -5%
Cn1cccc1C(=O)NC(=O)COC(=O)CNC(=O)CNC(=O)c1ccc(Cl)cc1Cl | 0% | -18% | 1% | -2% | -16% | -9 | 1% | -2 | 10% | -30 | -5%
CO/N=C/C(C#N)=C/c1ccc(OC)c(OC)c1 | 0% | -3% | 9% | -3% | 36% | 1 | 7% | 10 | -1% | -16 | 0%
CCC(=O)N1CCc2cc(S(=O)(=O)NC(C(=O)NCc3ccccc3)C(C)C)ccc21 (stereo unspecified) | 2% | 0% | -7% | 0% | 22% | 2 | 0% | -13 | 2% | 4 | 5%
CN(Cc1ccc(Cl)cc1)C(=O)c1ccccc1SCC(=O)N1CCCC1 | -3% | 0% | · | -3% | · | · | -5% | -7 | -3% | 1 | -5%
COc1ccc(CNC(=O)CN(CC2CCCO2)C(=O)CNS(=O)(=O)c2ccc(C)cc2)cc1 (stereo unspecified) | 2% | -1% | 1% | -4% | 20% | 1 | 0% | 9 | 8% | 8 | 4%
